From PubChem
RNase H inhibition = RNase H inhibition, HIV 1 Gag Pol polyprotein, FRET biochemical assay, screening (AID 372); HIV-1 RT RNase H, FRET RNA/DNA substrate fluorescence; higher % means a stronger effect; inhibition, % at 10 µM, or IC50 in µM where a hit was titrated; actives 0.77% (n = 100,000); in the data active = inhibition above about 50%
Active calls of the source: *.

SMILES	RNase H inhibition
Cc1ccccc1NC(=O)Nc1nnc(Cc2ccc([N+](=O)[O-])cc2)s1	15%
Cc1ccc([N+](=O)[O-])cc1-n1c(C)cc(/C=C(\C#N)C(=O)Nc2ccccc2)c1C	11%
Cc1ccc(/C=C/C(=O)O)cc1S(=O)(=O)N1CCc2ccccc2C1	15%
CCOc1ccccc1NC(=O)c1c(NC(=O)c2ccccc2F)sc2c1CCCCC2	22%
Clc1ccccc1-c1nc(NCc2ccccc2)c2ccccc2n1	12%
CN(C)c1nc(-c2ccccc2)cc(-c2ccccc2)n1	11%
CCC(Sc1nc(C)cc(C)n1)C(=O)Nc1ccc([N+](=O)[O-])cc1 (stereo not drawn)	6%
Cc1cccc(OCCOc2ccc(Cl)cc2/C=C2\SC(N)=NC2=O)c1	20%
Clc1ccc(/C=N/Nc2nnnn2-c2ccccc2)c(Cl)c1	43%
O/N=C/c1cccc(OCc2ccccc2)c1	11%
CN(C)CCC(=O)c1cccc([N+](=O)[O-])c1	2%
O=C(NCCc1ccccc1)c1ccc([N+](=O)[O-])o1	8%
O=C(Nc1ccc2oc(-c3ccc(F)cc3)nc2c1)c1ccc(Cl)c([N+](=O)[O-])c1	11%
CCCCOC(=O)N1C2C=CC(C2)C1(C(F)(F)F)C(F)(F)F (stereo not drawn)	4%
COc1ccc(OCCOCCSc2ccc(Cl)cc2)cc1	14%
CN(C)CCCNC(=O)c1ccc(N(Cc2ccccc2)S(C)(=O)=O)cc1	9%
CCC(C)c1ccccc1OCCOc1ccc(C=C2C(=O)NC(=S)NC2=O)cc1 (stereo not drawn)	29%
O=C(O)c1ccccc1C(=O)Nc1nncs1	11%
Cc1ccc(SCCNC(=O)CN(c2cc(C)ccc2C)S(=O)(=O)c2ccc(C)cc2)cc1	21%
O=c1[nH]nc(-c2ccc(Cl)cc2)c2ccccc12	12%
O=C1NC(=O)N(c2cccc(F)c2)C(=O)/C1=C/c1cnn(-c2ccccc2)c1	14%
O=C(NCCCn1ccnc1)C12CC3CC(CC(C3)C1)C2	3%
COC(=O)CCN1C(=O)/C(=C\c2ccccc2F)SC1=S	20%
O=C(Nc1nnc(CSCc2ccccc2F)s1)C1CCCCC1	24%
O=C1CCCc2c1n(CC(O)CO)c1ccccc21 (stereo not drawn)	9%

Overlap with the part before: 6 entries, followed by the next part.
SMILES	RNase H inhibition
O=c1[nH]nc(-c2ccc(Cl)cc2)c2ccccc12	12%
O=C1NC(=O)N(c2cccc(F)c2)C(=O)/C1=C/c1cnn(-c2ccccc2)c1	14%
O=C(NCCCn1ccnc1)C12CC3CC(CC(C3)C1)C2	3%
COC(=O)CCN1C(=O)/C(=C\c2ccccc2F)SC1=S	20%
O=C(Nc1nnc(CSCc2ccccc2F)s1)C1CCCCC1	24%
O=C1CCCc2c1n(CC(O)CO)c1ccccc21 (stereo not drawn)	9%
Cn1ccnc1SCC(=O)c1ccc(Cl)cc1	0%
CCCCOc1ccc(S(=O)(=O)n2nc(C)cc2C)cc1	7%
CC(C)(C)c1ccc(OCCCOc2ncnc3ccccc23)cc1	3%
Oc1ccccc1-c1cc(-c2ccccc2)nc(N/N=C/c2ccc(F)cc2)n1	4%
O=C(Nc1nnc(COc2ccc(Cl)cc2Cl)s1)c1ccco1	19%
CCOC(=O)c1c(-c2ccc(C)cc2)csc1NC(=O)C(C)(C)C	13%
O=C(NCc1cccnc1)c1ccc(-c2cc(Cl)ccc2Cl)o1	15%
COC(=O)c1ccc(C2CC(=O)Nc3c2cc(Br)c2ccccc32)cc1 (stereo not drawn)	20%
O=C(O)CC1S\C(=N/N=C\C=C/c2ccccc2)N(c2ccc(O)cc2)C1=O (stereo not drawn)	0%
CC1=C(C(=O)OC(C)C)C(c2ccccc2C(F)(F)F)CC(=O)N1 (stereo not drawn)	10%
CCc1cccc2c(=O)c(C(=O)O)c[nH]c12	14%
COc1ccc2c(c1OC)C(=O)N(c1cccc(C)c1)C2	3%
Cc1n(-c2ccccc2)c2ccc(Cl)cc2[n+]1C	0%
COc1ccc([N+](=O)[O-])cc1NCc1ccccc1	4%
O=C1CC(c2ccc(Cl)cc2)CC2=C1C(c1ccc(C(F)(F)F)cc1)Nc1ccccc1N2 (stereo not drawn)	20%
CCOc1ccc(NC(=O)CN(Cc2ccccc2)S(=O)(=O)c2ccc(OC)cc2)cc1	1%
CCOC(=O)Nc1ccc2c(c1)N(C(=O)CN(C)C)c1ccccc1S2	9%
COc1ccc(/C=C2\C(=O)NC(=S)N(c3ccc(Cl)cc3Cl)C2=O)cc1OC	6%
C=CCc1cc(/C=C2\C(=O)NC(=S)N(c3ccc(OCC)cc3)C2=O)cc(OCC)c1O	11%
CCN(CC)C(=O)c1cc(-c2ccc(OC)cc2)nc2ccccc12	16%
O=C1c2cccc3c(N4CCCCC4)ccc(c23)C(=O)N1CCO	23%
Cc1[nH]n(S(=O)(=O)c2ccccc2)c(=O)c1N=Nc1cccc(Cl)c1	0%
CCCCNCCCCOc1cc(C)cc(C)c1	13%
O=c1/c(=C/c2cn(Cc3ccc(Cl)cc3)c3ccccc23)sc2nc3ccccc3n12	1%
COc1cccc(N2C(=O)CC(N3CCN(CCN=CC4=C(O)CC(C)(C)CC4=O)CC3)C2=O)c1 (stereo not drawn)	8%
Next section:
SMILES	RNase H inhibition
CCOC(=O)c1c(NC(=O)c2c(Cl)cccc2Cl)sc2c1CCCCCC2	16%
Cc1cc(Cl)ccc1OCC(=O)N1CCC(C(N)=O)CC1	11%
Cc1c(Cl)cccc1-c1ccc(C(=O)Nc2ccc(Br)cn2)o1	11%
O=C(Nc1sc2c(c1C(=O)N1CCCCC1)CCCC2)c1cccs1	8%
COc1cc(O)c(NC(C)=O)c2nonc12	3%
O=C(NCCO)C(=O)NCc1ccccc1	6%
Cc1[nH]nc(NNC(=O)c2ccccc2)c1[N+](=O)[O-]	1%
CCOc1cc(/C=C2/SC(=S)N(CCc3ccc(OC)c(OC)c3)C2=O)ccc1O	9%
O=C(COc1ccccc1)NCCSCc1ccc(Cl)cc1	0%
COC(=O)CN(c1ccc(OC)cc1OC)S(=O)(=O)c1ccccc1[N+](=O)[O-]	0%
CN1C(=O)/C(=C/c2cccc3ccccc23)SC1=S	24%
Cc1c(NC(=O)c2ccc3c(c2)OCCO3)cccc1-c1nc2ncccc2o1	21%
N/C(=N\N=C/c1ccncc1)N/N=C\c1ccncc1	11%
O=C(/C=C/c1ccc(F)cc1)Nc1cccc2ncccc12	2%
COc1ccc2c(c1[N+](=O)[O-])CCC/C2=N/OC(=O)c1cccc2ccccc12	9%
COc1ccc(C2=NN(C(=O)CCC(=O)O)C(c3ccc(F)cc3)C2)cc1 (stereo not drawn)	7%
COc1ccc(NC(=O)C2CC(=O)N(c3ccc(Br)cc3)C2)cc1 (stereo not drawn)	11%
O=C(NCc1cccs1)c1nn2c(C(F)(F)F)cc(-c3ccccc3)nc2c1Cl	2%
CCc1ccc2oc(-c3cccc(NC(=O)c4ccccc4OC)c3)nc2c1	17%
CCOC(=O)c1c(NC(C)=O)sc(C(=O)Nc2ccc(C)c(Cl)c2)c1C	6%
CC(Nc1cc(N2CCN(S(=O)(=O)Cc3ccccc3)CC2)ccc1[N+](=O)[O-])c1ccccc1 (stereo not drawn)	6%
O=C(NC(=S)Nc1cc(Cl)cc(Cl)c1)c1ccccc1Cl	0%
COc1ccc(-c2csc(Nc3ccc(O)cc3)n2)cc1OC	9%
Cc1ccc(N2C(=O)c3ccccc3NC2c2ccccc2)cc1Cl (stereo not drawn)	8%
COCCNC(=O)c1cnn2c1NC(c1ccc(OC)c(OC)c1)CC2C(F)(F)F (stereo not drawn)	8%

Part of the list above, bar-delimited:
SMILES | RNase H inhibition
COc1ccc(C2=NN(C(=O)CCC(=O)O)C(c3ccc(F)cc3)C2)cc1 (stereo not drawn) | 7%
O=C(NCCO)C(=O)NCc1ccccc1 | 6%

Random excerpt: 2 records from the list.
SMILES	RNase H inhibition
CN1C(=O)/C(=C/c2cccc3ccccc23)SC1=S	24%
Cc1c(Cl)cccc1-c1ccc(C(=O)Nc2ccc(Br)cn2)o1	11%

The list continues.
SMILES	RNase H inhibition
CCOc1ccc(C(=O)Nc2ccccc2C(N)=O)cc1	0%
CCOC(=O)c1sc(C)c2c(=O)[nH]cnc12	0%
CC(C)(C)C#C/C=N/n1nnc(-c2ccccc2)n1	17%
N#C/C(=C/c1ccc(C#N)cc1)C(=O)Nc1cccc(Br)c1	16%
Cc1ccc(S(=O)(=O)NCc2ccncc2)cc1[N+](=O)[O-]	0%
CCOC(=O)C1=C(C)N=c2s/c(=C\c3ccc(OC)c(OC)c3OC)c(=O)n2C1c1ccc(Cl)cc1 (stereo not drawn)	14%
COc1ccc(-c2cc(C(F)(F)F)n3nc(C(=O)Nc4ccc5c(c4)OCO5)c(Cl)c3n2)cc1	7%
CCOCCOC(=O)c1cccc(NC(=O)/C=C/c2ccc(Cl)cc2Cl)c1	7%
COC(=O)c1ccccc1NC(=S)NC(NC(=O)COc1ccccc1)C(Cl)(Cl)Cl (stereo not drawn)	29%
Cc1ccc(NC(=O)C(=O)N/N=C/c2cccc(Cl)c2)cc1	1%
CCOC(=O)C1=C(C)N=c2s/c(=C\c3cccc(OCc4ccc([N+](=O)[O-])cc4)c3)c(=O)n2C1c1ccccc1Cl (stereo not drawn)	10%
COc1ccc(CCNS(=O)(=O)c2cccc([N+](=O)[O-])c2)cc1OC	9%
O=C(/C=C/c1ccc2c(c1)OCO2)c1ccc(Br)cc1	3%
Cc1ccc(N2NC(=O)/C(=C/C=C/c3ccccc3)C2=O)cc1C	24%
O=CC1=C(c2ccccc2)Oc2ccccc2O1	22%
Cc1ccc(C)c(NC(=O)CCCCCCCCCCC2COCCO2)c1 (stereo not drawn)	10%
CCc1ccc(C2C(C(=O)OC)=C(C)NC3=C2C(=O)CC(c2ccccc2)C3)cc1 (stereo not drawn)	5%
COc1ccc(CN2CCN(Cc3ccccc3C)CC2)cc1OC	8%
CC(NC(=O)c1cc2cc(Br)ccc2oc1=O)c1ccccc1 (stereo not drawn)	26%
O=C1C2C(c3ccccc3)OC3(C(=O)c4ccccc4C3=O)C2C(=O)N1c1cccc(Cl)c1 (stereo not drawn)	6%
Clc1ccccc1OCCCCCCN1CCOCC1	2%
O=C(Nc1ccc(Br)cn1)c1cccc(F)c1	9%
O=C(Cc1ccc(Cl)cc1)N/N=C/c1cccc(O)c1	10%
O=C(NC(=S)Nc1ccc([N+](=O)[O-])cc1)c1cc(I)ccc1Cl	14%
O=C(O)/C=C/C(=O)Nc1ccccc1C(=O)Nc1ccccc1	0%

In the list so far, 5 contain an NH in an aromatic ring:
SMILES	RNase H inhibition
O=c1[nH]nc(-c2ccc(Cl)cc2)c2ccccc12	12%
CCc1cccc2c(=O)c(C(=O)O)c[nH]c12	14%
Cc1[nH]n(S(=O)(=O)c2ccccc2)c(=O)c1N=Nc1cccc(Cl)c1	0%
Cc1[nH]nc(NNC(=O)c2ccccc2)c1[N+](=O)[O-]	1%
CCOC(=O)c1sc(C)c2c(=O)[nH]cnc12	0%

More compounds follow:
SMILES	RNase H inhibition
OCc1cccc(N=Cc2ccc(C=Nc3cccc(CO)c3)cc2)c1	15%
COc1nc(N=C(N)N)nc2c(C)cccc12	7%
O=C1C2C(C(=O)N1c1ccc(Cl)cc1)C2(c1ccccc1)c1ccccc1 (stereo not drawn)	3%
S=c1cc(-c2ccccc2)[nH]c(=S)[nH]1	16%
CC(C)NC(=O)c1cnn(-c2ccccc2)c1NC(=O)c1ccccc1	9%
Cc1ccc(SCCNC(=O)CN(c2ccc(C)cc2)S(C)(=O)=O)cc1	12%
Cc1ccc(CC23CN4CC(CN(C4)C2)C3=O)c(C)c1	17%
NC(=O)C1CCN(C2CC(=O)N(c3ccccc3)C2=O)CC1 (stereo not drawn)	13%
Cc1cc(C(=O)Nc2ccc3nn(-c4ccccc4)nc3c2)ccc1[N+](=O)[O-]	18%
Cc1ccc(C(=O)c2ccc(Br)cc2)cc1S(N)(=O)=O	5%
COc1ccc(NC2=C(Cl)C(=O)N(c3ccc(Cl)cc3Cl)C2=O)cc1	2%
COC(=O)C1=C(C)NC2=C(C(=O)CC(c3ccc(Cl)cc3)C2)C1c1ccc(O)c(OC)c1 (stereo not drawn)	13%
O=C(Nc1cc(F)c(F)cc1Cl)NC(c1ccccc1)c1ccccc1	8%
C=CCSc1nc2ccccc2n1C(=O)/C=C/c1ccc2c(c1)OCO2	5%
COc1cc2c(cc1OC)C(c1cccc(Cl)c1)N(Cc1ccc(-c3ccccc3)cc1)CC2 (stereo not drawn)	14%
COc1ccc2cc(/C=C(\C#N)c3nc(-c4cc5ccccc5oc4=O)cs3)c(Cl)nc2c1	0%
COc1cccc(NC(=O)COc2cc(C)ccc2C(C)C)c1	6%
COC(=O)c1cc(-c2cccs2)nc2ccccc12	1%
O=C1C(Cl)=C(Cl)C(=O)N1c1ccc(Br)cc1	6%
COc1ccc(C(=O)CSc2ccccc2C(=O)O)cc1	0%
O=C(c1cnn2c1NC(c1cccs1)CC2C(F)(F)F)N1CCSCC1 (stereo not drawn)	6%
COc1ccccc1CNC(=O)CN(c1cccc(C(F)(F)F)c1)S(=O)(=O)c1ccccc1	5%
CC1(c2ccc(Br)cc2)NN=C(c2ccccc2)S1 (stereo not drawn)	3%
CC1=C(C(=O)OC(C)C)C(c2ccccc2I)C2=C(CCCC2=O)N1 (stereo not drawn)	4%
O=C1CC(NCc2ccc(F)cc2)C(=O)N1c1ccc(F)cc1 (stereo not drawn)	0%
(next part)
SMILES	RNase H inhibition
O=C(N/N=C/c1ccc(Cl)cc1Cl)c1cc(C23CC4CC(CC(C4)C2)C3)[nH]n1	14%
COc1ccc(CN2CCN(Cc3ccccc3OC)CC2)cc1Br	13%
COCCCNC(=O)/C(C#N)=C/c1ccc(-c2ccc(Cl)c(Cl)c2)o1	10%
O=C(Nc1cccc([N+](=O)[O-])c1)c1cc2ccccc2cc1O	3%
O=C(Nc1ccccc1C(F)(F)F)c1ccccc1F	0%
Clc1ccccc1-c1ccc(C=Nc2ccc3oc(-c4ccccc4)nc3c2)o1	8%
CCOc1ccc(CN2CCN(Cc3ccc4c(c3)OCO4)CC2)cc1	9%
Cc1ccc(Cc2cnc(NC(=O)c3cccc([N+](=O)[O-])c3)s2)cc1	0%
O=C(O)CC(O)(c1ccccc1)c1ccccc1	7%

A portion of the library; rates above refer to the full screens.
